From PubChem
Nrf2 inh: Nrf2 qHTS screen for inhibitors | AID 504444, 2011 | A549 ARE-Fluc reporter, luciferase luminescence, 18-24 h | Potency, µM (doses to about 46 µM), for inactives: at the top dose activity change, negative = inhibition, most hits filed as inhibitors | 360,000 compounds, 2.1% hits; also: potency is read from the fitted curve at half-maximal effect; % is scaled to controls: 0 for no effect and ±100 for the full control effect; nearly all actives have a fitted effect of over 60% in size
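In this cell-based qHTS, ARE-driven firefly luciferase in A549 cells reports Nrf2 activity; the luminescent signal after BugLite lysis is the measured value, with a prior CellTiter-Fluor read for cell health.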
HepG2 viability: qHTS for Inhibitors of TGF-b: Cytotox Counterscreen | HepG2 CAGA-GFP viability, ATP luminescence, 18 h | Potency, µM (highest dose often 46.1 µM), for inactives: at the top dose activity change, negative = cytotoxicity, usual class: cytotoxic | 410,000 compounds, 0.76% hits | AID 588856, 2011; also: potency is read from the fitted curve at half-maximal effect; some results filed as inactive show a strong effect at the top dose
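CellTiter-Glo luminescence gave cytotoxicity after 18 hours at 37 degrees C. The cells were HepG2 CAGA-GFP in 1% FBS DMEM, stimulated with 500 pg/mL TGF-beta after compound addition. %Activity was normalised to no-cell wells (complete cell-killing) and DMSO (no toxicity), and curves were fitted and classified.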
A549 viability: Nrf2 qHTS screen for inhibitors: counterscreen for cytotoxicity. Potency, µM (top dose mostly 46 µM), for inactives: at the top dose activity change, negative = cytotoxicity, hits mostly inhibitors. A549 ARE-Fluc cells, CellTiter-Fluor viability, 18-24 h. 390,000 compounds, 0.16% hits; also: potency is read from the fitted curve at half-maximal effect; % is scaled to controls: 0 for no effect and ±100 for the full control effect
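A549 ARE-Fluc cells in 5% FBS OPTI-MEM, 5000 cells/well, rested 2 h then exposed to compounds in concentration-response for 18-24 h at 37 °C. Viability by CellTiter-Fluor fluorescence (Ex 405/Em 525) after 30 min; luciferase luminescence (BugLite, 15 min, RT) read afterwards.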
CCT modulator: High-Throughput Screening for Modulators of Cytosolic Chaperonin Activity | purified chaperonin ATPase assay, HTRF ADP detection, 30 min | activity change, % (no concentration beside the values), hits read low | 360,000 compounds, 0.3% hits; in the data active = activity change below about -30%; also: % is scaled to controls: 0 for no effect and ±100 for the full control effect
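We incubate TRiC, 40 or 20 nM final, with library compounds at 76 uM and 10 uM ATP for 30 min at 37 °C. ADP formed is detected with Transcreener HTRF reagents after 30 min at room temperature.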
TGFb SMAD3 inh: qHTS for Inhibitors of TGF-b; HepG2 CAGA-GFP TGF-b/SMAD3 reporter, GFP fluorescence, 18 h; TGF-beta stimulated, 500 pg/mL final; Potency, µM (highest dose often 46.1 µM), without a hit: at the top dose activity, negative = inhibition, hits mostly inhibitors; 410,000 compounds, 1.2% hits; AID 588855, 2011; also: potency is read from the fitted curve at half-maximal effect; % is scaled to controls: 0 for no effect and ±100 for the full control effect; nearly all actives have a fitted effect of over 65% in size
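Per well, imaged GFP fluorescence of HEPG2 CAGA-GFP cells gives the signal; cells get compound, then TGF-beta (500 pg/mL final), 18 h at 37 degrees C; %Activity versus -TGF-beta and +DMSO controls.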
Akt phos inh: HTS Assay for Inhibitors of Akt Phophorylation: Primary Screen; Neuro2A IGF-stimulated pAkt S473 HTRF, 20 min; stronger effect = lower value; activity change, % for hits at 50 µM; 360,000 compounds, 0.32% hits; in the data active = activity change below about -80%; inconclusive = mostly about -51% to -80%; also: % is scaled to controls: 0 for no effect and ±100 for the full control effect
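Neuro2A cells (4,500/well, DMEM with 0.5% FBS) were treated with compound at a single 50 µM final concentration, stimulated with 6 nM IGF for 20 min at 37 °C, and lysed. Phospho-Akt Ser473 was read by HTRF as 665/615 ratio ×10^4.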
Abeta yeast res: qHTS for compounds that reverse cellular toxicity of Amyloid beta (A-beta) peptide in yeast: Primary Screen; yeast expressing A-beta42, growth rescue, OD600, 48 h; response scale: 0% DMSO, 100% iron-clioquinol control; Potency, µM (titrated, usually from 46.1 µM), for the others: at the top dose growth rescue, hits mostly activators; 410,000 compounds, 0.063% hits; AID 1347071, 2019; also: potency is read from the fitted curve at half-maximal effect; nearly all actives have a fitted effect of over 55% in size
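Yeast A-beta toxicity model in growth medium with pinned compounds, 48 h at 30 C; growth read as absorbance at 600 nm. Normalized to FeCl3/clioquinol equimolar mix (positive) and DMSO (negative).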
Mm-Cpn inhibitor: Inhibitors of TCP-1 ring complex (TRiC) of Methanococcus maripaludis (MmCpn): qHTS | 330,000 compounds, 0.031% hits | AID 504842, 2011 | purified Mm-Cpn ATPase, ADP Transcreener TR-FRET | Chaperonin Mm-Cpn (Methanococcus maripaludis) | Potency, µM (titrated, usually from 76.9 µM), for the others: top-dose activity, negative = inhibition, actives largely listed as inhibitors; also: potency is read from the fitted curve at half-maximal effect; % is scaled to controls: 0 for no effect and ±100 for the full control effect; nearly all actives have a fitted effect of over 80% in size
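TR-FRET (320 nm excitation; 590 and 665 nm emission) reports ADP made from 10 uM ATP by 25 nM enzyme; compounds were preincubated 10 min, reaction run 30 min, both at 37°C.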
Nrf2 ARE act: qHTS of Nrf2 Activators; AREc32 ARE-luciferase reporter (MCF7-derived line), luminescence, 24 h; Potency, µM (highest dose often 46.1 µM), for the others: top-dose activation, usual class: activators; 410,000 compounds, 0.31% hits; AID 624171, 2012; also: potency is read from the fitted curve at half-maximal effect; % of control where 0% means no effect; nearly all actives have a fitted effect of over 65% in size
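AREc32 cells carrying an ARE-driven firefly luciferase reporter were seeded at 1000 cells/well in OPTI-MEM with 5% FBS, then exposed to compound for 24 hr at 37 deg C. Luminescence was read with Steady-Glo after 30 min at RT.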
Starred values were filed as active, the others as inactive; [ ] = dose if it differs, or a comment. Unless noted, calls follow the shape of the dose curve; as a rule, active = well fitted curve in the direction sought with a large enough effect; inconclusive = small, poorly fitted or top-dose-only effect, or another doubt; inactive = no such curve, though single readings can be large; an effect the other way counts as inactive or inconclusive.

Screening CCOc1ccc(NC(=O)CN(C)C(=O)c2ccc3c(c2)S(=O)(=O)N=C2CCCCCN23)cc1OCC returned Nrf2 inh 0%, HepG2 viability -13%, A549 viability 2%, CCT modulator -0.1, TGFb SMAD3 inh 0%, Akt phos inh inactive, Abeta yeast res 5% and Nrf2 ARE act -0.2%.
`O=C(c1cc(Cl)nc2ccccc12)N1CCN(S(=O)(=O)c2cccc(F)c2)CC1` gave Nrf2 inh 6%, HepG2 viability -28%, A549 viability -1%, CCT modulator -3.3, TGFb SMAD3 inh 2%, Akt phos inh inactive, Abeta yeast res 15%, Mm-Cpn inhibitor 3% and Nrf2 ARE act 0.1%.
`CC(n1cnnn1)C12CC3CC(CC(C3)C1)C2` (stereo not given) gave HepG2 viability 3%, A549 viability -10%, CCT modulator 3.5, TGFb SMAD3 inh 20%, Akt phos inh inactive, Abeta yeast res 4%[9.22 µM], Mm-Cpn inhibitor 1% and Nrf2 ARE act -0.5%.
For CCOC(=O)C1CCCN(S(=O)(=O)NC[C@H]2O[C@@H](n3cnc4c(N)ncnc43)[C@H](O)[C@@H]2O)C1 (stereo not given in full) the results were Nrf2 inh 24%, HepG2 viability 1%, A549 viability 9%, CCT modulator 1.5, TGFb SMAD3 inh -15%, Akt phos inh inactive, Abeta yeast res -14%, Mm-Cpn inhibitor inconclusive and Nrf2 ARE act 1.7%.
Screening Cc1ccc(C(=O)N2N=C(CC(C)C)CC2(O)C(F)(F)F)o1 (stereo not given) returned Nrf2 inh -4%, HepG2 viability -9%, A549 viability -3%, CCT modulator -2.3, TGFb SMAD3 inh -11%, Akt phos inh inactive, Abeta yeast res 5%, Mm-Cpn inhibitor 0% and Nrf2 ARE act 2.7%.
`Cc1cccc(/N=C/c2c(O)c3ccccc3oc2=O)n1` gave Nrf2 inh inconclusive, HepG2 viability -36%, A549 viability -18%, CCT modulator -1.4, TGFb SMAD3 inh 5%, Akt phos inh inactive, Abeta yeast res 7%, Mm-Cpn inhibitor 0% and Nrf2 ARE act -1.0%.
Cn1c(=O)c2c(ncn2CC(=O)OCC(=O)c2ccc(OC(F)F)cc2OC(F)F)n(C)c1=O was read as HepG2 viability 1%, CCT modulator 1.4, TGFb SMAD3 inh 0%, Akt phos inh inactive, Abeta yeast res 3% and Nrf2 ARE act 0.2%.
C=CC[C@H](CC(=O)NCCO)C(=O)N[C@H](COC(=O)[C@@H](CC=C)Cc1ccc(F)cc1)Cc1ccccc1 was read as Nrf2 inh inconclusive, HepG2 viability -1%, A549 viability inconclusive, CCT modulator -1.7, TGFb SMAD3 inh -25%, Akt phos inh inactive, Abeta yeast res -13%, Mm-Cpn inhibitor 1% and Nrf2 ARE act 5.6%.
c1ccc(COc2ccc(OCCn3cncn3)cc2)cc1 was read as Nrf2 inh inconclusive, HepG2 viability -10%, A549 viability -6%, CCT modulator 1.7, TGFb SMAD3 inh -6%, Akt phos inh inactive, Abeta yeast res 5%, Mm-Cpn inhibitor 2% and Nrf2 ARE act -0.3%.
`CCCc1nn(C)c2c(=O)[nH]c(-c3cc(S(=O)(=O)N4CCN(C)CC4)ccc3OCC)nc12` gave Nrf2 inh 1%, HepG2 viability -17%, A549 viability 1%, CCT modulator 0.4, TGFb SMAD3 inh -2%, Akt phos inh inactive, Abeta yeast res -17%, Mm-Cpn inhibitor -1% and Nrf2 ARE act -1.0%.
Cc1c(O)ccc(C(=O)CN2CCN(Cc3ccccc3)CC2)c1O was read as Nrf2 inh inconclusive, HepG2 viability -26%, A549 viability -9%, CCT modulator -56*, TGFb SMAD3 inh -5%, Abeta yeast res -10%, Mm-Cpn inhibitor 0% and Nrf2 ARE act 4.6%.
Cc1c(C(=O)N2CC(C(=O)N3CCCCC3)Oc3ccccc32)oc2ccccc12 (stereo not given) was read as Nrf2 inh -1%, HepG2 viability -51%, A549 viability 2%, CCT modulator 0.0, TGFb SMAD3 inh -23%, Akt phos inh inactive, Abeta yeast res -18%, Mm-Cpn inhibitor 1% and Nrf2 ARE act 2.8%.
Screening O=C1C2CCCN2C(=O)N1CCN1CCN(c2cccc(C(F)(F)F)c2)CC1 (stereo not given) returned Nrf2 inh -2%, HepG2 viability -2%, A549 viability inconclusive, CCT modulator -2.0, TGFb SMAD3 inh -15%, Akt phos inh inactive, Abeta yeast res -32%[inhibitor] and Nrf2 ARE act -0.2%.
For CCOc1ccc(CNC(=O)Cn2nc(C)n3nc(-c4ccccc4)cc3c2=O)cc1 the results were Nrf2 inh -14%, HepG2 viability 4%, A549 viability 3%, CCT modulator -1.2, TGFb SMAD3 inh -8%, Abeta yeast res -13%, Mm-Cpn inhibitor -2% and Nrf2 ARE act -0.7%.
Screening COc1ccc(-n2nc(C(=O)Nc3cccc(C)n3)c3c4ccccc4n(C)c3c2=O)cc1 returned Nrf2 inh 5%, HepG2 viability -13%, A549 viability 6%, TGFb SMAD3 inh -29%, Abeta yeast res -8% and Nrf2 ARE act 2.9%.
For CCC1=C([N+](=O)[O-])C(c2ccc3c(c2)OCO3)NC(=O)N1 (stereo not given) the results were Nrf2 inh -16%, HepG2 viability -4%, A549 viability 0%, CCT modulator 2.7, TGFb SMAD3 inh 5%, Akt phos inh inactive, Abeta yeast res 0%, Mm-Cpn inhibitor 0% and Nrf2 ARE act -1.3%.
COc1ccc(S(=O)(=O)N(C)C[C@H]2Oc3ccc(NC(=O)Cn4cnnn4)cc3C(=O)N([C@H](C)CO)C[C@@H]2C)cc1 was read as Nrf2 inh 7%, HepG2 viability -2%, A549 viability 8%, CCT modulator -0.4, TGFb SMAD3 inh -2%, Akt phos inh inactive, Abeta yeast res 8%, Mm-Cpn inhibitor 1% and Nrf2 ARE act 0.4%.
Screening CC1=CC(c2ccc(Cl)cc2)n2nc(NC(=O)c3ccccc3)nc2N1 (stereo not given) returned Nrf2 inh -2%, HepG2 viability 2%, A549 viability -5%, CCT modulator 0.1, TGFb SMAD3 inh -18%, Akt phos inh inactive, Abeta yeast res 1%, Mm-Cpn inhibitor -6% and Nrf2 ARE act -0.2%.
O=C(N/N=C/c1ccc(F)cc1)c1ccncc1 was read as Nrf2 inh 1%, HepG2 viability -1%, A549 viability -7%, CCT modulator -4.5, TGFb SMAD3 inh -1%, Akt phos inh inactive, Abeta yeast res -13%, Mm-Cpn inhibitor -1% and Nrf2 ARE act 0.1%.
Screening Cc1nnc(SCC(=O)NCc2ccco2)[nH]c1=O returned Nrf2 inh 22%, HepG2 viability 17%, A549 viability 22%, CCT modulator -1.4, TGFb SMAD3 inh 1%, Akt phos inh inactive, Abeta yeast res 18%, Mm-Cpn inhibitor 1% and Nrf2 ARE act 0.0%.
Screening CCOc1ccc(NC(=O)C(C)N2C(=O)c3ccccc3C2=O)cc1 (stereo not given) returned Nrf2 inh 3%, HepG2 viability 5%, A549 viability 9%, CCT modulator 2.3, TGFb SMAD3 inh 3%, Akt phos inh inactive, Abeta yeast res 11%, Mm-Cpn inhibitor -2% and Nrf2 ARE act -0.2%.
Screening CCCc1nnc(NS(=O)(=O)c2ccc(C)cc2)o1 returned Nrf2 inh -6%, HepG2 viability 18%, A549 viability 9%, CCT modulator 0.5, TGFb SMAD3 inh 0%, Akt phos inh inactive, Abeta yeast res 6% and Nrf2 ARE act 0.0%.
`COc1ccc(OCC(=O)NC2CCCc3ccccc32)cc1` (stereo not given) gave Nrf2 inh -13%, HepG2 viability 2%, A549 viability 4%, CCT modulator -0.8, TGFb SMAD3 inh -3%, Akt phos inh inactive, Abeta yeast res -1%, Mm-Cpn inhibitor 1% and Nrf2 ARE act 1.9%.
For O=C(Cn1nnc(-c2ccccc2F)n1)Nc1ccc2c(c1)OCO2 the results were Nrf2 inh 4%, HepG2 viability 0%, A549 viability -3%, CCT modulator 1.1, TGFb SMAD3 inh -6%, Akt phos inh inactive, Abeta yeast res 8%, Mm-Cpn inhibitor 2% and Nrf2 ARE act -0.3%.
Screening CCOCCCNC(=O)C(NC(=O)CNC(=O)c1ccccc1)c1ccccc1 (stereo not given) returned Nrf2 inh -5%, HepG2 viability -14%, A549 viability 9%, CCT modulator -3.2, TGFb SMAD3 inh 0%, Akt phos inh inactive, Abeta yeast res 4%, Mm-Cpn inhibitor 2% and Nrf2 ARE act 0.2%.
O=C(Cn1cnc2ccccc2c1=O)N1CCc2ccccc2C1 was read as Nrf2 inh 27%, HepG2 viability 9%, A549 viability 0%, CCT modulator -1.2, TGFb SMAD3 inh -2%, Akt phos inh inactive, Abeta yeast res 13%, Mm-Cpn inhibitor 3% and Nrf2 ARE act 0.3%.
For CCN(CC)S(=O)(=O)c1cc(OC)ccc1N=Nc1ccc(O)c2ncccc12 the results were Nrf2 inh inconclusive, HepG2 viability -26%, A549 viability -30%, CCT modulator -1.2, TGFb SMAD3 inh inconclusive, Akt phos inh inactive, Abeta yeast res 13%, Mm-Cpn inhibitor 0% and Nrf2 ARE act 4.6%.
